# Screens (PubChem)
# HRas wt GTP – human HRas wildtype GTP binding, change in either direction. GTP binding activity, % at 10 µM. GST-Ras wt beads, Bodipy-FL-GTP binding, flow cytometry; actives lie on both sides. 0.14% of 190,000 active. P01112;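 active = GTP binding activity at least 20% away from the 100% baseline, either lowered as inhibitor or raised as activator; inconclusive = flagged as likely green fluorescent, judged across all proteins in the well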;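 also: 0% = unlabeled GTP competition control and 100% = no-compound control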
# Target sequence (P01112 whole entry, looked up): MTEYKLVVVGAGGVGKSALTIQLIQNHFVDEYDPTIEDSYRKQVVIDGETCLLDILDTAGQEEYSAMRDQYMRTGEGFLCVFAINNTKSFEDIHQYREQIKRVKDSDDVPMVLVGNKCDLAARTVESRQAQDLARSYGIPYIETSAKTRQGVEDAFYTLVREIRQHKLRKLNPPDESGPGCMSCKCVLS
# Rab7 wt GTP bind – modulators of GTP binding to dog Rab7 wildtype GTPase | GST-Rab7 beads, fluorescent GTP binding, flow cytometry; actives lie on both sides; untreated = 100%, excess cold GTP = 0% | GTP binding activity (percent of control), % at 10 µM | 0.055% of 190,000 active;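 active = fluorescent GTP binding to Rab7 beads changed by at least 20 points from the 100% baseline, either direction, mostly lower; inconclusive = compound itself probably fluorescent, or too few beads counted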;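 also: median green fluorescence of bound Bodipy-FL-GTP per Rab7 bead population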
# Avidin bead fluor – avidin bead compound fluorescence profile. Avidin beads, compound fluorescence 488/530 nm, flow cytometry; hits give high values. fluorescence (KMESF) at 10 µM. 0.38% of 220,000 active. AID 1775; in the data active = fluorescence above about 47; also: inactives centre near 10
# Rac1 act GTP bind – modulators of GTP binding to human Rac1 activated mutant; P63000; GST-Rac1 activated beads, fluorescent GTP binding, flow cytometry; actives lie on both sides; 100% means binding = to untreated wells; percent activity (GTP binding), % at 10 µM; 0.11% of 190,000 active; AID 764;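 active = GTP binding at least 20 percentage points away from the 100% baseline, in either direction, so actives lie on both sides; inconclusive = Compound likely fluorescent itself, or too few beads counted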
# Rab2 wt GTP – changes GTP binding to wildtype dog Rab2A, up or down; GST-Rab2 wt beads, Bodipy-GTP binding, flow cytometry; GTP binding activity, % at 10 µM; 0.19% of 190,000 active; AID 760;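 active = GTP binding activity at least 20 points away from 100%, either lowered or raised; inconclusive = signal likely due to the compound's own green fluorescence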;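 also: 0% = beads with excess unlabeled GTP and 100% = no-compound control corrected for plate trend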
# Pf gamet viab – inhibitors of late stage P. falciparum gametocyte viability | P. falciparum stage V gametocytes, ATP luminescence, 24 h | 0.065% of 150,000 active | inhibition, % at 10.9 µM;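 active = inhibition above the mean plus 3 SD of compounds within the control limits, set per campaign, cut at about 38% in these data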;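 also: 0% = DMSO wells and 100% = medium only without gametocytes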
# GSH bead fluor – compound fluoresces at 488/530 nm on GSH beads; GSH beads flow cytometry, compound fluorescence 488/530 nm; hits give high values; fluorescence (KMESF) at 10 µM; 0.25% of 190,000 active; AID 1776; in the data active = fluorescence above about 89;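 also: glutathione beads carrying GST-tagged Bcl family fusion proteins plus one bare bead set; values are compound well signal with DMSO vehicle wells as background; inactives centre near 16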
# ABCB1 block – inhibitors of human ABCB1 transporter, ABCG2 counter-screen. P08183. 0.067% of 190,000 active. inhibition, % at 6.6 µM. CCRF-Adr cells, JC-1 efflux, flow cytometry; in the data active = inhibition above about 40%;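 also: 0% = vehicle and 100% = reference inhibitor; higher value means more JC-1 retained so stronger ABCB1 efflux block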
# Rac1 wt modul – human Rac1 wildtype GTP binding, inhibitors and activators | 0.27% of 190,000 active | P63000 | GTP binding activity (% of control), % at 10 µM | GST-Rac1 beads, fluorescent GTP binding, flow cytometry; actives lie on both sides; 0 = cold GTP competed, 100 = untreated;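 active = GTP binding activity at least 20 points away from the 100% control level, either lower or higher; inconclusive = compound flagged as likely green fluorescent, judged across all proteins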
# ABCG2 inh – inhibitors of human ABCG2 transporter, ABCB1 counter-screen; AID 1325; Q9UNQ0; IgMXP3 cells, JC-1 efflux, flow cytometry; inhibition, % at 6.6 µM; 0.1% of 190,000 active;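 active = inhibition above 80%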;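 also: 0% = DMSO and 100% = nicardipine control wells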
# Target sequence (Q9UNQ0 whole entry, looked up): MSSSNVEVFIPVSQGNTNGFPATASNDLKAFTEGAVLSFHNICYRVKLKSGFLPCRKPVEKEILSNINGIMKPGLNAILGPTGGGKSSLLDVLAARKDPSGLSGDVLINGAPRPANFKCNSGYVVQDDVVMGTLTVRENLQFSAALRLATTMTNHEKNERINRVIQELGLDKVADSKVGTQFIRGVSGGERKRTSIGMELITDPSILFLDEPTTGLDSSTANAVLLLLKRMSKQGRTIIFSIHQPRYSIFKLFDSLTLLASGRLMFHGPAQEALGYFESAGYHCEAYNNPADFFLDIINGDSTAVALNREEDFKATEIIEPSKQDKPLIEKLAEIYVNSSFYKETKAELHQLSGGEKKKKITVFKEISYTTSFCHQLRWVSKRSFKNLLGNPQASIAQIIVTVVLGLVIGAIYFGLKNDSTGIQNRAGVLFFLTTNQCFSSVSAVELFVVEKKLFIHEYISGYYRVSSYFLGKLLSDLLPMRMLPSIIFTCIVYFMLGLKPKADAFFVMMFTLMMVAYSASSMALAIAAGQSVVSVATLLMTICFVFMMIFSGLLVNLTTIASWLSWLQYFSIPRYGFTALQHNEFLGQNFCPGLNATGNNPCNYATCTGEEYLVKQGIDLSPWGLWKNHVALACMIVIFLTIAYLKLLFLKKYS
#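 Assay system – ABCG2 IgMXP3 and barcoded ABCB1 CCRF-Adr cell mix · Input – 3 million cells/mL in well · Reagent – JC-1 fluorescent substrate · Compound – single test compound dose, 6.6 µM final · Timing – 10 min exposure at 25 °C with rotation, no wash · Detection – flow cytometry of retained JC-1 fluorescence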
# Cdc42 wt GTP – changes GTP binding to wildtype human Cdc42. P60953. GST-Cdc42 beads, Bodipy-GTP binding, flow cytometry; actives lie on both sides. percent activity (GTP binding), % at 10 µM. 0.2% of 190,000 active;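 active = percent activity GTP binding at least 20 points away from the 100% baseline, either down as inhibitor or up as activator; inconclusive = compound flagged as likely green fluorescent from well-wide comparison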;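 also: median bead fluorescence of bound Bodipy-FL-GTP at 100 nM; 0% = excess unlabeled GTP control and 100% = no compound control; below 100% means less GTP binding so inhibitor and above means activator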
# Target sequence (P60953 whole entry, looked up): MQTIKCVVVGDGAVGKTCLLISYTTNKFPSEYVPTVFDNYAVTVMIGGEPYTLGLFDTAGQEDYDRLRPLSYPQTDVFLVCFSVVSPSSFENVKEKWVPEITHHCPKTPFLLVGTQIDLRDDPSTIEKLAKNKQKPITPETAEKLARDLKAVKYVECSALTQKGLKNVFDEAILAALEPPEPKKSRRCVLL
# An asterisk follows results filed as active; ? = inconclusive; . = no result given.
entry	canonical_smiles	HRas wt GTP	Rab7 wt GTP bind	Avidin bead fluor	Rac1 act GTP bind	Rab2 wt GTP	Pf gamet viab
1	COc1ccccc1-c1nnc(SCC(=O)N2CCC(C)CC2)o1	98.0	99.0	26	97.0	97.0	-25.7
2	C=CCNC(=O)c1onc(CSc2ccc(F)cc2)c1C(=O)NCCOC	106.0	108.0	7	103.0	106.0	-1.0
3	CN(C)S(=O)(=O)c1ccc(C(=O)OCC(=O)NCc2ccccc2)cc1	101.0	101.0	11	98.0	101.0	23.3
4	O=C(NN1C(=O)c2ccccc2NC1c1ccco1)c1ccccc1 (stereo not given)	102.0	97.0	11	100.0	101.0	-26.4
5	COc1cc(/C=N/N=C2\CC3CCC2(C)C3(C)C)ccc1O (stereo not given)	101.0	103.0	13	99.0	101.0	.
6	CCOc1ccc(N2CC(C(=O)NCCC3=CCCCC3)CC2=O)cc1 (stereo not given)	100.0	98.0	16	95.0	96.0	-3.5
7	O=C(Cn1c(=O)n(Cc2ccco2)c(=O)c2ccccc21)Nc1cccc(Cl)c1	100.0	100.0	5	97.0	99.0	.
8	C/C(=N\NC(=S)NC(C)C)c1ccc(C(C)(C)C)cc1	95.0	94.0	12	96.0	92.0	2.0
9	O=C(CCn1nc(-c2ccc(Cl)cc2)ccc1=O)NCCCN1CCCCCC1	97.0	94.0	32	98.0	97.0	.
10	CN(C)C(=O)CSc1nc(SCC(=O)N(C)C)n(-c2ccccc2)n1	?	?	8	?	?	.
11	COc1ccc(Cn2nnnc2C(c2ccc3ncccc3c2)N2CCN(C3CCCCC3)CC2)cc1 (stereo not given)	97.0	101.0	11	95.0	99.0	-14.8
12	CC1=C(C(=O)Nc2ccccc2)C(c2ccncc2)C(C#N)=C(SCC(=O)NC2CC2)N1 (stereo not given)	104.0	104.0	14	95.0	104.0	.
13	Cc1ccc(C(=O)c2ccc(N3CCN(C)CC3)c([N+](=O)[O-])c2)cc1	99.0	100.0	3	100.0	98.0	.
14	COc1cc(CCC(=O)OCC(=O)Nc2nc(C)c(Cl)cc2Cl)cc(OC)c1OC	101.0	101.0	8	96.0	100.0	.
15	COc1ccc(N(CC(O)Cn2c(C)nc3ccccc32)S(=O)(=O)c2ccc(C)cc2)cc1 (stereo not given)	104.0	101.0	6	106.0	102.0	-1.7

entry	GSH bead fluor	ABCB1 block	Rac1 wt modul	ABCG2 inh	Cdc42 wt GTP
1	25	1.3	102.0	6.8	99.0
2	27	0.1	104.0	1.0	109.0
3	14	0.4	100.0	2.0	97.0
4	19	-0.2	110.0	0.9	105.0
5	35	0.6	99.0	10.6	99.0
6	45	1.1	94.0	7.8	97.0
7	19	0.3	102.0	0.5	98.0
8	14	0.0	97.0	8.1	93.0
9	11	-0.1	102.0	-0.3	98.0
10	31	0.1	?	2.4	?
11	22	0.7	96.0	0.9	100.0
12	7	1.0	101.0	3.3	101.0
13	9	2.8	104.0	18.0	100.0
14	41	1.3	101.0	4.2	97.0
15	15	0.5	107.0	5.7	105.0

# Next part.
entry	canonical_smiles	HRas wt GTP	Rab7 wt GTP bind	Avidin bead fluor	Rac1 act GTP bind	Rab2 wt GTP	Pf gamet viab
16	O=C(NCCC1=CCCCC1)C(=O)NCC(c1ccco1)N1CCN(c2ccc(F)cc2)CC1 (stereo not given)	102.0	99.0	6	101.0	99.0	.
17	Cc1ccc(C)n1CCN1CCN(C(=O)CSc2nc3ccccc3nc2N2CCOCC2)CC1	101.0	95.0	15	101.0	102.0	-2.2
18	O=C1CCC(=O)c2oc3ccccc3c2N1	98.0	92.0	32	96.0	94.0	.
19	CCCCC(=O)Nc1ccc(NC(=O)c2ccc([N+](=O)[O-])cc2Cl)cc1OC	100.0	95.0	3	101.0	99.0	15.9
20	O=C(CC1NCCNC1=O)OCCCc1ccccc1 (stereo not given)	99.0	102.0	8	102.0	100.0	.
21	CC(C)C(=O)Nc1cc(C(F)(F)F)ccc1-n1ccnc1	101.0	108.0	5	96.0	102.0	-16.7
22	CCOC(=O)C1=C(c2ccccc2)NC(SCC(=O)Nc2ccccc2C)=C(C#N)C1c1ccco1 (stereo not given)	99.0	100.0	11	97.0	97.0	-14.2
23	C=CCNC(=O)C(=O)c1c(-c2ccccc2)[nH]c2ccccc12	102.0	100.0	5	97.0	100.0	.
24	COc1ccc(C(=O)NC2CCN(C(=O)Nc3ccccc3Cl)CC2)cc1	94.0	93.0	18	96.0	94.0	.
25	COc1ccccc1/C=C/C1C(C(=O)OCC(C)C)=C(C)N=C2SCCC(=O)N21 (stereo not given)	100.0	98.0	11	94.0	101.0	1.4
26	COC(=O)Cn1nnc2c(cnn2-c2ccccc2)c1=O	95.0	95.0	12	95.0	95.0	2.2
27	Cc1ccc(/C=C/C(=O)Nc2ccc(Oc3ccccc3)cc2)o1	103.0	102.0	2	104.0	100.0	-5.0
28	O=C(N/N=C/c1cc(Br)ccc1O)C(=O)Nc1ccccc1OC(F)(F)C(F)F	99.0	96.0	12	98.0	99.0	.
29	Cc1cc(C)cc(N(CC(=O)NC(C)(C)C)C(=O)CNC(=O)c2cccs2)c1	99.0	105.0	13	95.0	100.0	4.2
30	CCOC1(OCC)C(c2ccc(N)cc2)C(C#N)(C#N)C1(OCC)OCC (stereo not given)	97.0	93.0	9	99.0	100.0	.

entry	GSH bead fluor	ABCB1 block	Rac1 wt modul	ABCG2 inh	Cdc42 wt GTP
16	5	2.5	107.0	4.5	103.0
17	67	1.6	98.0	4.2	101.0
18	13	0.1	95.0	1.0	98.0
19	5	0.9	103.0	6.6	99.0
20	21	0.3	104.0	1.7	100.0
21	22	0.7	102.0	0.8	98.0
22	22	2.1	103.0	10.1	93.0
23	13	0.4	107.0	3.1	99.0
24	13	-0.1	97.0	0.3	97.0
25	13	1.3	101.0	1.3	101.0
26	13	0.5	99.0	1.2	95.0
27	9	0.3	106.0	7.6	101.0
28	29	-0.6	100.0	1.1	100.0
29	9	0.3	99.0	0.9	100.0
30	6	0.2	101.0	1.0	98.0

# Next part
entry	canonical_smiles	HRas wt GTP	Rab7 wt GTP bind	Avidin bead fluor	Rac1 act GTP bind	Rab2 wt GTP	Pf gamet viab
31	CSc1cccc(NC(=O)CN2C(=O)c3ccccc3S2(=O)=O)c1	100.0	100.0	7	103.0	100.0	.
32	COc1cc(C(=O)NCCc2ccc(S(=O)(=O)N3CCCC3)cc2)cc(OC)c1OC	97.0	97.0	17	96.0	98.0	3.8
33	Cc1occc1-c1nnc(SCC(=O)N2CCN(c3ccc(F)cc3)CC2)n1C	96.0	92.0	5	96.0	95.0	6.6
34	Cc1ccc(/C=C/S(=O)(=O)NCc2ccc(F)cc2)cc1	97.0	104.0	10	94.0	97.0	.
35	CCCS(=O)(=O)C(=C(Nc1ccc(OC)cc1)Nc1ccc(OC)cc1)S(=O)(=O)CCC	103.0	98.0	7	102.0	101.0	.
36	CCCN(CCC)S(=O)(=O)c1ccc(C(=O)NNc2nc(-c3ccccc3)c3cc(Br)ccc3n2)cc1	94.0	96.0	4	92.0	95.0	13.1
37	O=C1C(Cc2ccccc2)NC(=S)N1Cc1ccccc1 (stereo not given)	95.0	93.0	11	95.0	95.0	-19.2
38	N/C(=N\OC(=O)CCC1CCCC1)c1ccccc1	98.0	105.0	8	98.0	101.0	-13.9
39	O=C(Nc1ccc(F)cc1)OCCN1CCN(Cc2ccccc2)CCC1=O	98.0	101.0	10	96.0	100.0	-16.5
40	COc1ccccc1NC(C)C(=O)N/N=C/c1ccccc1OCc1cccc(Br)c1 (stereo not given)	104.0	102.0	2	104.0	103.0	10.5
41	COc1ccc(-c2c(C#N)c(N)nc3c2CCCCCC3)cc1OC	100.0	100.0	11	97.0	98.0	.
42	Cc1nc2c(ccc3nc(NC(=O)Cc4cccc5ccccc45)sc32)s1	101.0	102.0	7	97.0	99.0	.
43	CC(=O)c1c(C)[nH]c(C(=O)CSc2nnc(C)s2)c1C	97.0	105.0	11	95.0	99.0	-13.2
44	CCOC(=O)N1CCN(C(=O)CCCN2C(=O)CSc3nc(C)cc(C)c32)CC1	96.0	92.0	4	94.0	98.0	.
45	CC(C)C(NC(=O)CSCc1ccc([N+](=O)[O-])cc1)C(C)C	100.0	97.0	8	102.0	99.0	10.1

entry	GSH bead fluor	ABCB1 block	Rac1 wt modul	ABCG2 inh	Cdc42 wt GTP
31	22	0.2	109.0	1.1	103.0
32	19	0.1	97.0	1.7	98.0
33	24	0.4	99.0	1.5	97.0
34	68	-0.1	99.0	0.7	96.0
35	6	0.9	106.0	1.6	106.0
36	13	-3.4	98.0	-8.1	95.0
37	21	0.4	98.0	3.0	94.0
38	18	0.0	102.0	0.2	97.0
39	19	0.9	99.0	5.6	96.0
40	6	1.2	106.0	2.2	101.0
41	12	0.8	99.0	2.6	98.0
42	16	0.8	104.0	2.0	100.0
43	16	-0.2	103.0	19.1	99.0
44	13	0.1	95.0	-0.3	96.0
45	12	1.4	102.0	11.0	99.0

# From entry 1 as far as 2, copied from above:
entry	canonical_smiles	HRas wt GTP	Rab7 wt GTP bind	Avidin bead fluor	Rac1 act GTP bind	Rab2 wt GTP	Pf gamet viab
1	COc1ccccc1-c1nnc(SCC(=O)N2CCC(C)CC2)o1	98.0	99.0	26	97.0	97.0	-25.7
2	C=CCNC(=O)c1onc(CSc2ccc(F)cc2)c1C(=O)NCCOC	106.0	108.0	7	103.0	106.0	-1.0

entry	GSH bead fluor	ABCB1 block	Rac1 wt modul	ABCG2 inh	Cdc42 wt GTP
1	25	1.3	102.0	6.8	99.0
2	27	0.1	104.0	1.0	109.0

# New compounds follow:
entry	canonical_smiles	HRas wt GTP	Rab7 wt GTP bind	Avidin bead fluor	Rac1 act GTP bind	Rab2 wt GTP	Pf gamet viab
46	CCc1cccc(NC(=O)CCCCCC2NC(=O)NC2C)c1 (stereo not given)	99.0	103.0	2	94.0	102.0	11.6
47	O=c1[nH]c(Cc2ccccn2)nc2scc(-c3ccccc3Cl)c12	99.0	98.0	11	94.0	98.0	-8.2
48	COc1ccc(OC)c(NC(=O)CSc2nnc(CNc3ccc(C)cc3C)o2)c1	104.0	103.0	35	102.0	103.0	.
49	COc1ccc(C2=NN(CC(=O)NCc3ccco3)C(=O)CC2)cc1	98.0	103.0	17	98.0	98.0	.
50	Cc1ccc(-c2c(C(=O)NCc3ccc(F)cc3)oc(=O)c3ccccc23)cc1	99.0	99.0	14	99.0	100.0	14.6

entry	GSH bead fluor	ABCB1 block	Rac1 wt modul	ABCG2 inh	Cdc42 wt GTP
46	10	0.5	97.0	0.9	100.0
47	16	0.0	98.0	-1.3	96.0
48	17	0.7	105.0	3.4	106.0
49	11	0.7	101.0	2.8	97.0
50	3	27.0	102.0	83.1*	98.0
